From PubChem BioAssay
RSV antiviral HEp-2: RSV antiviral activity via CPE protection, HEp-2 cells, primary 10 µM value included (AID 2391); HEp-2 cells, RSV-induced CPE inhibition; higher % means a stronger effect; one-dose CPE inhibition, % at 10 µM; IC50 in µM for titrated hits; hit rate 0.13% among 310,000; in the data active = a potency from the dose series; inconclusive = CPE inhibition mostly from about 23% at the one dose, without a potency; inactive = the rest, 99 in 100 with CPE inhibition below about 21%; note: strong numbers were not always called active
Dengue-2 NS5 capping: Dengue-2 NS5 methyltransferase inhibitors, primary screen, biochemical, confirmation dose response (AID 588689); Dengue-2 NS5 methyltransferase capping enzyme assay, biochemical; higher % means a stronger effect; one-dose inhibition, % at 25 µM; IC50 in µM for titrated hits; hit rate 0.3% among 340,000; in the data active = a potency from the dose series; inconclusive = inhibition above about 29% without an active follow-up result
NTR1 agonist: agonists of NTR1, primary screen, imaging, U2OS cells, beta-arrestin-GFP, high content (AID 493036); activation, % at 20 µM; NTR1-U2OS beta-arrestin-GFP spot imaging, agonist mode; hit rate 0.17% among 330,000; P30989;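 active = activation at or above 40% of the spot to cytoplasm intensity ratio, with at least 20 cells analyzed; inconclusive = wells under 20 cells, flagged as cytotoxic or low count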;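 note: 0% = DMSO without peptide and 100% = 100 nM NTR1 peptide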
Target sequence (P30989 whole entry, looked up): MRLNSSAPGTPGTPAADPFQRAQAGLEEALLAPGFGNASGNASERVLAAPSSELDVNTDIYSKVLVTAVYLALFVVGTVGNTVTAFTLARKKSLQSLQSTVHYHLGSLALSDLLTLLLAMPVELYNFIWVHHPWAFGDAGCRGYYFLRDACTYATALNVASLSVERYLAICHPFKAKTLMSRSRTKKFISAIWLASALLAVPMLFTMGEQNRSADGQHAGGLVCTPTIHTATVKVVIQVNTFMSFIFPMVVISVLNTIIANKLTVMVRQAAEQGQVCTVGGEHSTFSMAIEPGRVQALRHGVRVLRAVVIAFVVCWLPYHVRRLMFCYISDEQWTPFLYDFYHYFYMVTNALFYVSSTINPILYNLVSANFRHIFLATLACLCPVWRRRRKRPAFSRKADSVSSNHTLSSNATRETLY
WT yeast gro inh: growth inhibition of WT yeast, mitochondrial fusion screen; mitochondrial fusion phenotypic screen, WT strain; hit rate 2.1% among 190,000; inhibition, % at 10 µM; AID 1362; in the data active = inhibition above about 58%; tested in S. cerevisiae
AID2073: inhibitors of Mint1-CaV2.2 protein interaction, biochemical, HTRF (AID 2073); HTRF protein-protein interaction, Mint1-CaV2.2; higher % means a stronger effect; one-dose inhibition, % at 20 µM; IC50 in µM for titrated hits; hit rate 0.19% among 290,000; in the data active = inhibition mostly above about 51%, no sharp cut-off; inconclusive = no clear call, values can overlap the other calls; inactive = mostly below about 53%; note: some results filed as inactive read as strong as hits
Autophagy HCS: alters autophagy in cells. MEF GFP-LC3 puncta imaging; test concentration mostly 10 µM. calls only at 10 µM (by protocol). hit rate 0.98% among 190,000. AID 463193;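 active = percentage of spot-positive cells more than 3 SD above its plate mean, without a fluorescence outlier flag or 80% toxicity; inconclusive = no clear call, values can overlap the other calls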;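 note: spot-positive cell cutoff set from DMSO-treated cells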
LYP phosphatase: PTPN22 lymphoid phosphatase activity blockers – biochemical, fluorescence intensity, uHTS (AID 1779) | recombinant LYP phosphatase, fluorescence intensity; higher % means a stronger effect | one-dose inhibition, % at 11.5 µM; IC50 in µM for titrated hits | hit rate 0.054% among 290,000; in the data active = inhibition above about 50%;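 note: plate controls were vehicle with enzyme for no effect and no enzyme for full effect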
K1F lysis inhibition: protection from phage-mediated lysis, alamar blue read-out – E. coli UTI89, K1F phage, bacterial capsule biogenesis inhibitors (AID 488966); E. coli UTI89 K1F phage lysis, alamar blue, 2 h; higher % means a stronger effect; one-dose inhibition, % at 100 µM; IC50 in µM for titrated hits; hit rate 0.02% among 340,000;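 active = phage lysis inhibition, versus mean bacterial control, above a set limit; inconclusive = no clear call, values can overlap the other calls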;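 note: capsule biogenesis inhibitors block K1F phage lysis so surviving cells raise fluorescence; higher fluorescence means more inhibition of phage lysis; actives were called in the ten point dose series up to 300 µM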
GPR35 antagonists: inhibition of zaprinast-stimulated GPR35 beta-arrestin translocation – imaging, U2OS, beta-arrestin-GFP, zaprinast agonist, primary screen (AID 2058). U2OS GPR35 beta-arrestin-GFP translocation imaging, zaprinast antagonism; higher % means a stronger effect. inhibition, % at 10 µM; hits with a dose series show IC50 in µM. hit rate 0.052% among 290,000;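 active = inhibition of at least 50% with at least 30 cells and total cytoplasm GFP at most 10,000,000; inconclusive = under 30 cells or total GFP of 10,000,000 plus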
WT yeast gro inh mutant strain: recorded beside WT yeast gro inh, whose call it bears; inhibition, %; mitochondrial fusion phenotypic screen, mutant strain inhibition
Autophagy HCS cell loss 18 h: recorded beside Autophagy HCS, whose call it bears; toxicity, %; measured here: cell loss, nuclei count;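 cell loss after 18 h compound exposure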
NTR1 agonist cell count 20 µM: also measured in NTR1 agonist; calls as there; cell count; measured here: cell count, cytotoxicity flag
Dengue-2 NS5 capping pilot replicate: second read-out of Dengue-2 NS5 capping, no call of its own (marks repeat the call); inhibition, %; measured here: pilot screen replicate inhibition
* marks the source's active call; other numbers are inactive results; i = inactive; ? = inconclusive; nt = no result given; [ ] = remark or other dose.

SMILES	RSV antiviral HEp-2	Dengue-2 NS5 capping	NTR1 agonist	NTR1 agonist cell count 20 µM	WT yeast gro inh	WT yeast gro inh mutant strain	AID2073	Autophagy HCS	Autophagy HCS cell loss 18 h	LYP phosphatase	K1F lysis inhibition	GPR35 antagonists	others
NS(=O)(=O)c1ccc(NC(=O)CN2CCCCC2)cc1	2.5%	-7%	1.6	90	-6	8	18%	i	-13	-3%	0.1%	12%
CC(NC(=O)Nc1ccc(F)cc1)c1ccc2c(c1)OCO2 (stereo not given)	2.4%	-3%	-3.1	49	nt	nt	2%	nt	nt	-6%	2.3%[50 µM]	4%
O=C(CSc1nccn1-c1ccccc1)NO	1.9%	-17%	-1.5	53	-15	-4	-5%	i	-1	-5%	-0.1%	-18%
S=c1[nH]c(-c2ccccc2)cn1-c1ccccc1	0.1%	-12%	-0.5	49	nt	nt	-30%	nt	nt	-3%	0.2%	-2%
O=C(COC(=O)C1CC1)Nc1nc(-c2ccc(F)c(F)c2)cs1	0.4%	2%	1.2	51	nt	nt	nt	nt	nt	nt	-2.0%	nt
N#Cc1ccc(OC(=O)c2cnccn2)cc1	0.3%	-12%	1.9	49	nt	nt	-9%	nt	nt	-8%	0.7%	4%
COC(=O)C1C2C=CC(C3CC23)C1C(=O)OCC(=O)c1ccc(OC)cc1 (stereo not given)	0.5%	0%	-1.9	96	11	15	0%	i	22	1%	0.1%	-16%
COc1cc(C(=O)Nc2ccc3c(c2)OCCO3)c(-n2cnnn2)cc1OC	-0.3%	-6%	-1.1	72	34	-8	-4%	i	10	-4%	0.1%	10%	Dengue-2 NS5 capping pilot replicate=1.8
Cc1cc2nnc(SCC(=O)Nc3cc(S(=O)(=O)N4CCOCC4)ccc3Cl)n2c2ccccc12	?	-8%	2.7	57	-1	1	26%	i	7	10%	3.9%	6%
CCOc1ccc(N2CSC3=C(C#N)C(c4ccco4)CC(=O)N3C2)cc1 (stereo not given)	-0.6%	5%	1.2	60	-1	54	22µM*	i	7	2%	0.5%	5%
Cc1cccc(C(=O)NC(C)c2ccc(-n3ccnc3)cc2)c1C (stereo not given)	1.3%	4%	0.3	71	nt	nt	1%	nt	nt	-6%	0.0%	4%
O=C(NCC(=O)N(CC1CCCO1)C1(C(=O)NC2CCCC2)CCCCC1)c1ccccc1 (stereo not given)	1.5%	6%	-1.2	67	-17	0	-4%	i	-4	-3%	0.1%	-10%
CCOC(=O)c1ccccc1NS(=O)(=O)c1ccc(S(=O)(=O)N2CCCC2)cc1	22%	1%	1.2	56	5	8	10%	i	-55	3%	1.4%	16%
COc1ccccc1N1CCN(S(=O)(=O)c2ccc(Br)s2)CC1	2.0%	-18%	-1.2	55	-6	6	-4%	i	2	2%	3.7%	-1%
O=C(O)CSCC(=O)N1CCN(c2ccnc3cc(Cl)ccc23)CC1	0.1%	0%	-1.0	77	nt	nt	6%	nt	nt	-4%	-0.1%	2%
CCC(C(=O)NCc1ccncc1)c1ccccc1 (stereo not given)	1.1%	-2%	-1.0	102	-6	-4	?	i	4	-9%	-0.4%	16%
NS(=O)(=O)c1ccc(CCNC(=O)C(=O)NCC2OCCN2S(=O)(=O)c2cccs2)cc1 (stereo not given)	0.2%	1%	-0.4	65	nt	nt	55%	nt	nt	-5%	0.2%	-5%
CN(Cc1ccccc1)Cc1nc2c(c(=O)n(C)c(=O)n2C)n1CCc1ccccc1	1.7%	-6%	9.5	46	nt	nt	nt	i	6	nt	3.4%	nt
Cc1cc(C(=O)Nc2c(F)cc(F)cc2Br)n(-c2ccccc2)n1	1.5%	3%	-0.2	70	nt	nt	3%	nt	nt	-6%	0.1%	10%
CC(C)(C)NC(=O)C(=O)N/N=C/c1cccs1	0.8%	-6%	-0.3	93	-33	-13	4%	i	0	2%	0.1%	-4%
O=C(c1cccs1)N1CCC(c2nc3c(nnn3Cc3ccccc3Cl)c(=O)[nH]2)CC1	2.0%	-2%	2.6	56	nt	nt	10%	nt	nt	-3%	-0.1%	-11%
S=c1[nH]nc(Cn2cnc3ccccc32)n1-c1ccccc1Cl	-1.2%	1%	2.2	55	nt	nt	-6%	nt	nt	-7%	-0.5%[50 µM]	0%
COC(=O)c1ccc(Oc2cc(C)nc(SC)n2)cc1	1.0%	-2%	-0.3	87	9	18	-9%	i	66	-4%	2.2%	-2%
COc1cc2c(cc1OC)C(c1ccc3c(c1)OCO3)CC(=O)N2 (stereo not given)	0.1%	-5%	0.7	78	17	-1	-8%	i	11	-10%	-0.3%	8%
CCOc1ccc2ccc(OCC)c(/C=N/n3cnnc3)c2c1	11%	4%	2.9	83	nt	nt	8%	nt	nt	-1%	0.2%	7%	Dengue-2 NS5 capping pilot replicate=-0.6

(next part)
SMILES	RSV antiviral HEp-2	Dengue-2 NS5 capping	NTR1 agonist	NTR1 agonist cell count 20 µM	WT yeast gro inh	WT yeast gro inh mutant strain	AID2073	Autophagy HCS	Autophagy HCS cell loss 18 h	LYP phosphatase	K1F lysis inhibition	GPR35 antagonists	others
O=C(OCC(=O)N1CCN(c2ccccc2)CC1)c1ccco1	nt	-14%	nt	nt	-10	-5	-5%	i	0	-2%	0.4%	5%
C=CCc1ccc(OCCCCN2CC(C)OC(C)C2)c(OC)c1 (stereo not given)	-0.5%	2%	-2.0	90	13	1	5%	i	3	-8%	-0.1%	6%
CCN1CCN(C(=O)C2=C(C(=O)O)CCCC2)CC1	-0.3%	-2%	1.3	64	8	-5	9%	i	11	-13%	0.4%	14%
COc1ccc(C(=O)Nc2nnc(CC(=O)N/N=C/c3ccc(O)cc3O)s2)cc1	0.1%	-25%	-1.6	93	nt	nt	2.3µM*	nt	nt	-3%	0.5%	-6%
CN(C)S(=O)(=O)c1ccc(Cl)c(NC(=O)COC(=O)/C=C/c2ccc(S(=O)(=O)N3CCOCC3)cc2)c1	0.1%	-7%	2.4	78	-6	-3	17%	i	-3	2%	-0.4%[50 µM]	-5%
CCN(CC)S(=O)(=O)c1ccc(OC)c(NS(=O)(=O)Cc2ccccc2)c1	0.1%	-2%	-0.3	73	nt	nt	3%	nt	nt	-7%	1.0%	-1%
CSc1nncn1/N=C/c1cc(Cl)ccc1F	1.3%	0%	-0.8	105	12	7	-7%	i	-16	-12%	0.4%	-6%
Cc1ccc(OCc2cc(C(=O)NCc3cnn(-c4cccc(F)c4)c3)no2)cn1	-0.9%	-5%	0.3	51	nt	nt	3%	nt	nt	-2%	0.1%	1%
CCCC(C)NC(=S)NC(=O)c1cc(S(=O)(=O)N2CCOCC2)ccc1C (stereo not given)	5.0%	-1%	1.1	52	6	3	-4%	i	-11	4%	2.5%	-17%
CN(Cc1ccccc1)c1nc(N)c([N+](=O)[O-])c(NCc2ccccc2)n1	8.6%	-1%	13	52	6	6	-1%	i	2	6%	0.0%	-12%
COc1ccc(C(O)(CCc2ccccc2)CCN2CCCCC2)cc1 (stereo not given)	-0.8%	nt	0.6	53	-12	32	-12%	i	4	-8%	nt	3%
Cc1ccc(S(=O)(=O)N2CCN(C(=O)CN3CCOCC3)C2c2ccccc2)cc1 (stereo not given)	1.5%	2%	-0.5	32	-9	-3	-4%	i	1	-4%	-0.4%	8%
COc1ccccc1C(=O)n1nc(-c2ccco2)nc1SC	2.6%	-12%	1.5	64	0	5	-3%	i	-32	-6%	0.0%	-9%
Oc1[nH]c2ccccc2c1/C=N/N1CCCCC1	1.1%	3%	-1.2	79	7	5	-14%	i	18	-1%	3.4%[50 µM]	14%
CCc1ccc(NC(=O)Cn2cnc([N+](=O)[O-])c2)cc1	0.2%	-7%	1.8	52	nt	nt	-11%	nt	nt	-4%	0.0%	7%
Clc1cccc(Cl)c1CSc1nnc(CN2CCOCC2)n1-c1ccccc1	3.0%	-2%	-1.3	40	-7	5	6%	i	-13	-6%	0.8%	-1%
COc1ccc(Cn2nnnc2C(c2cccs2)N2CCN(c3ccc([N+](=O)[O-])cc3)CC2)cc1 (stereo not given)	4.6%	-10%	1.0	85	-3	11	11%	i	1	8%	0.1%	-1%
COC(=O)c1c(NC(NC(=O)C(C)C)C(Cl)(Cl)Cl)sc2c1CCC2 (stereo not given)	?	-2%	4.7	36	60*	23*	34%	i	5	-6%	2.8%	3%
CN(C)CCCNC(=O)C(=O)NCC1CCCO1 (stereo not given)	2.5%	-8%	0.9	54	-16	-1	-17%	i	20	-6%	0.6%	18%
COc1ccc(-n2cnnc2SCc2ncc(-c3ccccc3)o2)cc1	1.4%	-10%	1.7	70	10	-7	-16%	i	-11	-3%	0.1%	-11%
CC(C)c1ncc(C(O)c2cccc3ccccc23)n1C (stereo not given)	1.0%	-6%	-0.5	68	11	5	9%	i	-5	5%	0.7%	0%
COc1ccccc1N1CCN(C(=O)CSc2nc3ncnc(N)c3[nH]2)CC1	-1.9%	-2%	0.4	49	0	0	-4%	i	-3	-1%	0.5%	1%
COc1ccc(Nc2nnc(-c3ccc(C(N)=O)cc3)c3ccccc23)cc1	3.9%	-2%	-0.4	51	nt	nt	15%	nt	nt	-5%	-0.9%	10%
Nc1ccccc1SCC1CSc2nc3ccccc3c(=O)n21 (stereo not given)	2.4%	-12%	-0.5	44	4	0	-5%	i	-29	-5%	0.3%	-12%
Cc1ccc(C(=O)NCCc2c[nH]c3ccccc23)c(C)c1	3.2%	-13%	-1.2	62	nt	nt	11%	nt	nt	-10%	0.0%	-4%
O=C(COC(=O)Cc1n[nH]c(=O)c2ccccc12)Nc1c(Cl)cccc1C(F)(F)F	0.2%	-7%	0.3	62	nt	nt	nt	nt	nt	nt	1.1%[50 µM]	nt
Cc1nn(C)c(C(=O)NNC(=O)NC2CCCCC2)c1Cl	nt	-1%	3.7	57	nt	nt	12%	nt	nt	-9%	0.1%[50 µM]	19%
Fc1ccc2c(Cl)c(-c3nnc(-c4cccs4)o3)sc2c1	0.8%	-7%	2.0	82	2	-3	13%	i	15	-12%	0.1%	0%
COc1ccc(-c2onc(C)c2C)cc1S(=O)(=O)NCCc1ccco1	?	-7%	0.8	58	nt	nt	6%	nt	nt	-10%	i	-2%

At a glance, two of the compounds above:
SMILES	RSV antiviral HEp-2	Dengue-2 NS5 capping	NTR1 agonist	NTR1 agonist cell count 20 µM	WT yeast gro inh	WT yeast gro inh mutant strain	AID2073	Autophagy HCS	Autophagy HCS cell loss 18 h	LYP phosphatase	K1F lysis inhibition	GPR35 antagonists	others
Fc1ccc2c(Cl)c(-c3nnc(-c4cccs4)o3)sc2c1	0.8%	-7%	2.0	82	2	-3	13%	i	15	-12%	0.1%	0%
COc1ccc(-c2onc(C)c2C)cc1S(=O)(=O)NCCc1ccco1	?	-7%	0.8	58	nt	nt	6%	nt	nt	-10%	i	-2%
